hIAP act – human IAP activators, primary screen, biochemical, luminescence, uHTS; AID 2524, 2010; activation factor at 10 µM; purified human IAP, CDP-Star luminescence, 30 min; active compounds read high; 1 = vehicle-only enzyme, 0 = enzyme-free background; 0.16% of 330,000 active;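 active = activation factor of the enzyme at least 2-fold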; note: the source names both 10 and 20 µM as test concentration; values of inactives mirror those of a sister screen read the other way
A3A deaminase – APOBEC3A ssDNA deaminase inhibitors, primary screen, selectivity assay for APOBEC3G inhibitor project, biochemical, FAM/TAMRA oligo cleavage fluorescence | DNA dC->dU-editing enzyme APOBEC-3A (Homo sapiens), P31941 | recombinant A3A, FAM/TAMRA ssDNA deamination fluorescence | inhibition, % at 20 µM | 0.41% of 330,000 active;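 active = at least 40% inhibition at 20 µM here, with at most 30% in a related deaminase screen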;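 note: plate controls were A3A with DMSO for no effect and wells lacking A3A enzyme for full effect; some results filed as inactive read as strong as hits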
Target sequence (P31941 whole entry, looked up): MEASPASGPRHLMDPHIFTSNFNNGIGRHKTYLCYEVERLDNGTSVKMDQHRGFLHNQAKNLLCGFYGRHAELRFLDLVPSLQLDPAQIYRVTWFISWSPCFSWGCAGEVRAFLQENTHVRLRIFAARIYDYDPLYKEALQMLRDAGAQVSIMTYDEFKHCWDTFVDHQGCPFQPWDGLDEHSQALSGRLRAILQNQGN
APOBEC3G inh – APOBEC3G DNA deaminase inhibitors, primary screen, biochemical, fluorescence, single-stranded DNA substrate, uHTS | DNA dC->dU-editing enzyme APOBEC-3G (Homo sapiens), Q9HC16 | recombinant A3G, ssDNA deamination FAM/TAMRA fluorescence | inhibition, % at 20 µM | 0.28% of 330,000 active | AID 493012, 2011;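 active = inhibition of at least 40% at 20 µM, with no more than 30% in the related APOBEC3A deaminase screen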;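 note: plate controls were DMSO wells with A3G for no effect and wells lacking A3G enzyme for full effect; some compounds called inactive have numbers as strong as hits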
Target sequence (Q9HC16 whole entry, looked up): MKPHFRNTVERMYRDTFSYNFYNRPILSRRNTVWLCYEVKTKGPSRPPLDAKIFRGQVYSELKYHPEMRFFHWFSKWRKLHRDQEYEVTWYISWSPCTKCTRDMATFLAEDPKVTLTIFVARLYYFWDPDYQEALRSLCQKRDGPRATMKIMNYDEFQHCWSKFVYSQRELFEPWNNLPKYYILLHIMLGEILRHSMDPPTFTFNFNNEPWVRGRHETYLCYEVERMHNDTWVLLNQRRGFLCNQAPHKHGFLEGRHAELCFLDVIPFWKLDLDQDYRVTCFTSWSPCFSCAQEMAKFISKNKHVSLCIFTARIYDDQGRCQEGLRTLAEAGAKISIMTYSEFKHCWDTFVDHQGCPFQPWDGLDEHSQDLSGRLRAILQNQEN
beta cell repl – inducers of MIN6 beta-cell proliferation, primary screen, ATP luminescence, uHTS; 0.29% of 330,000 active; proliferation, % at 10 µM; AID 2380, 2010; MIN6 cells proliferation, ATPlite luminescence, 48 h; cells starved in 0.2% serum; 100% = growth in 10% serum;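 active = compounds whose signal lies at least 3.5 SD above the mean of all wells on their plate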;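 note: 0% = DMSO-treated cells in low-serum medium and 100% = 10% serum control; some compounds called inactive have numbers as strong as hits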
mIAP activ – activators of mouse IAP, primary screen, biochemical, luminescence, uHTS. intestinal alkaline phosphatase [Mus musculus]. muIAP, CDP-Star luminescence, 30 min; active compounds read high; 1 = vehicle-only enzyme signal, 0 = enzyme-free wells. activation factor at 10 µM. 0.24% of 330,000 active. AID 2805, 2010;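 active = activation factor of at least 2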; note: the source names both 10 and 20 µM as test concentration; values of inactives mirror those of a sister screen read the other way
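System: Mouse IAP enzyme | Also added: CDP-Star substrate | Dosing: Compounds dispensed in DMSO | Schedule: 30 min enzyme-substrate-compound incubation at room temperature | Technique: Chemiluminescence readout | Control set: DMSO-only wells and no-enzyme negative control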
hIAP block – human IAP inhibitors, primary screen, biochemical, luminescence, uHTS; Intestinal-type alkaline phosphatase (Homo sapiens), P09923; purified IAP, CDP-Star luminescence, 30 min; inhibition, % at 10 µM; 0.12% of 330,000 active;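 active = inhibition reaching a set limit with compound at 10 µM in the primary screen, cut at about 35% in these data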;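 note: plate controls were DMSO wells with enzyme for no effect and no-enzyme buffer wells for full effect; values of inactives mirror those of a sister screen read the other way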
mIAP inh – inhibitors of mouse IAP, primary screen, biochemical, luminescence, uHTS; AID 2806, 2010; purified mouse IAP, CDP-Star luminescence, 30 min; intestinal alkaline phosphatase [Mus musculus]; 0.2% of 330,000 active; inhibition, % at 10 µM;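 active = inhibition of at least 40% at 10 µM in the primary screen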;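 note: plate controls were DMSO with enzyme for no effect and no enzyme wells for full effect; values of inactives mirror those of a sister screen read the other way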
NALP3 yeast inh – NALP3 inflammasome inhibitors in reconstituted yeast, primary screen, luminescence, uHTS; Yeast reconstituted NLRP3/ASC/caspase-1, beta-gal luminescence, 24 h; inhibition, % at 10 µM; 0.39% of 330,000 active;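 active = inhibition of 50% or more; inactive = inhibition below 50%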;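 note: plate controls were induced DMSO wells for no effect and uninduced yeast grown without galactose for full effect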
SENP1 inh – human SENP1 catalytic domain inhibitors, primary screen, biochemical, FRET, uHTS; recombinant SENP1 catalytic domain, CyPet-SUMO1-YPet FRET cleavage; inhibition, % at 10 µM; 0.21% of 360,000 active; AID 624204, 2012;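 active = inhibition at least 30% at 10 µM, raw YFP signal under a set limit, fluorescence ratio 0.5 to 1.5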;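 note: 0% = enzyme with DMSO and 100% = no enzyme wells; some results filed as inactive read as strong as hits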
Target sequence (Q9P0U3 419-644 limits assumed): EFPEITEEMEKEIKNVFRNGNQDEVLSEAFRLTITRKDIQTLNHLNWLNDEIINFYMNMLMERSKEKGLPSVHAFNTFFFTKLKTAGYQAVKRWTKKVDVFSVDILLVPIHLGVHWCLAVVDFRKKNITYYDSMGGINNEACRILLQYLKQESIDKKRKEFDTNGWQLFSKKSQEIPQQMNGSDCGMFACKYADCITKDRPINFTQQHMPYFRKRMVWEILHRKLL
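Material – human SENP1 catalytic domain · Input – SENP1 enzyme, 20 pM final · Compound dosing – single concentration of 10 µM compound, 0.5% DMSO final · Timing – enzyme reaction for 50 min at room temperature, dark · Measured by – FRET fluorescence in CFP and YFP emission channels · Control set – no-enzyme wells low, DMSO-plus-enzyme wells high control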
* marks the source's active call; other numbers are inactive results.

SMILES	hIAP act	A3A deaminase	APOBEC3G inh	beta cell repl	mIAP activ	hIAP block	mIAP inh	NALP3 yeast inh	SENP1 inh
CCc1ccc2nc(N(CCN(C)C)C(=O)c3ccc4ncsc4c3)sc2c1	0.96	0	-3	5	0.91	4	9	18	-2
O=C(CSc1nnc(Cc2cccs2)n1Cc1ccco1)Nc1cc(Cl)cc(Cl)c1	0.88	-1	-4	-6	1.3	12	-25	6	-1
CC(=O)Nc1sc(C)c(C)c1C(=O)OCC(=O)NC(C)c1ccccc1 (stereo not given)	0.85	2	-10	4	1.1	15	-8	26	0
C#CCNC(=O)C1=C[C@H](c2csc3ccccc23)C[C@H](OCc2ccc(CO)cc2)O1	1	-1	-5	-4	0.98	-2	2	7	-4
C[C@H](NC(=O)c1ccccc1Cl)C(=O)OCC(=O)N1CC2(C)CC1CC(C)(C)C2 (stereo not given in full)	0.9	-1	0	-2	1	10	-4	-4	6
COc1ccc(Cl)cc1-c1nc(SCC(=O)NC(C)(C)C)n[nH]1	0.98	6	-1	0	1.1	2	-6	-5	2
O=C(Nc1ccc(Cl)c(NC(=O)c2cccs2)c1)c1ccco1	0.9	2	1	-2	1	10	-2	-1	3
CC(C)NC(=O)CN(c1cccc([N+](=O)[O-])c1)S(=O)(=O)c1ccccc1	0.91	0	-2	-1	1	9	-5	4	2
Cn1nnnc1SCc1csc(Nc2ccccc2)n1	1.1	-4	-4	-2	0.94	-8	6	-8	0
COc1cccc(C(=O)Nc2ccc3c(c2)C(=O)N(CCC(=O)O)C3=O)c1	1	-4	-3	0	0.96	0	4	11	1
O=C(Cn1nnc(-c2ccccc2)n1)Nc1cccc(S(=O)(=O)N2CCOCC2)c1	0.85	-2	-11	4	1.1	15	-13	8	0
CCOc1ccc(N(CC(=O)NCC2CCCO2)S(=O)(=O)c2ccc(Cl)cc2)cc1 (stereo not given)	0.81	-1	-3	-4	1	19	-4	-3	0
NNC(=O)[C@H](Cc1ccccc1)NC(=O)NCCc1ccccc1	1	-4	-8	2	1	-3	-4	9	2
CCOC(=O)/C(C#N)=C/Nc1ccccc1NS(=O)(=O)c1ccc2c(c1)OCCO2	0.89	-1	2	2	0.89	11	11	24	0
CCc1nc(SCc2cccnc2)[nH]c(=O)c1C	1.1	2	2	-3	1.1	-8	-12	2	1
Cc1cc(S(=O)(=O)N(Cc2ccc(C(C)(C)C)cc2)Cc2cccs2)ccc1-n1cnnn1	0.95	-4	-3	-6	0.97	5	3	-13	0
CCCC(C(=O)Nc1ccc(S(=O)(=O)Nc2nccs2)cc1)c1ccccc1 (stereo not given)	0.97	0	2	-2	0.99	3	1	20	-1
O=C(/C=C/c1ccc([N+](=O)[O-])cc1)OCC(=O)N1CCOCC1	1.1	-3	-7	-4	1.1	-12	-8	-3	1
CCOC(=O)CCCCC(=O)c1[nH]c(=O)[nH]c1CSc1nc2ccccc2[nH]1	1.4	-1	10	-1	0.77	-36	23	4	4
Cc1oc2nc(SCCCC(=O)NCCO)nc(N)c2c1C	1	-6	-6	1	1	0	-1	-12	1
Cc1ccc(S(=O)(=O)N2[C@@H](c3ccc(Br)cc3)C(C(=O)O)=CC[C@H]2c2ccc3c(c2)OCO3)cc1	1	-5	-7	-3	0.94	-1	6	-1	-2
Cc1csc(=O)n1CC(=O)Nc1ccc(C(C)C)cc1	1.2	19	-4	-1	1	-23	-2	-5	0
CC(=O)Nc1ccc(S(=O)(=O)NCc2ccncc2)cc1	0.91	1	-1	-4	1	9	-3	7	2
Cc1ccc(NC(=O)N2CCC(c3ccccc3)C2)cc1C (stereo not given)	1	-1	-9	-4	1.2	-2	-17	8	4

Another view of two compounds above.
Fields – hIAP act, A3A deaminase, APOBEC3G inh, beta cell repl, mIAP activ, hIAP block, mIAP inh, NALP3 yeast inh, SENP1 inh
> Cc1oc2nc(SCCCC(=O)NCCO)nc(N)c2c1C
    1, -6, -6, 1, 1, 0, -1, -12, 1
> Cc1ccc(S(=O)(=O)N2[C@@H](c3ccc(Br)cc3)C(C(=O)O)=CC[C@H]2c2ccc3c(c2)OCO3)cc1
    1, -5, -7, -3, 0.94, -1, 6, -1, -2

(further entries)
SMILES	hIAP act	A3A deaminase	APOBEC3G inh	beta cell repl	mIAP activ	hIAP block	mIAP inh	NALP3 yeast inh	SENP1 inh
CCOC(=O)c1cc(C#N)c(N)nc1C	0.86	2	-1	1	1	14	-1	-6	0
Cc1c(C#N)c2ccccc2n1CC(=O)O	1	6	-2	0	0.95	0	5	-5	-10
CCCn1nnc2ccccc2c1=O	1.1	2	2	-2	1	-12	-3	-13	-3
NNC(=O)CCn1c2ccccc2c2ccccc21	1.2	0	-8	-4	0.99	-17	1	-10	0
Cn1c(CNc2nc3ccccc3n2CCN2CCCCC2)nc2ccccc21	1.7	-2	-6	-2	1.2	-73	-20	15	-13
COc1ccc(CSc2ccc(-c3nc4ccccn4c3NCc3ccccc3)cc2OC)cc1	0.87	-3	-3	-7	1.1	13	-7	11	-28
COc1cc(OC)c(C(=O)/C=C/c2ccc(OCc3ccccc3)c(OC)c2)c(OC)c1	0.86	-2	-7	-3	0.85	14	15	31	-5
O=C(CN1CCCC1)Nc1nnc(-c2cccs2)s1	0.96	-8	-10	-1	0.94	4	6	10	-4
COc1ccc(-c2c(C(=O)O)c(C(=O)O)c3n2CCC3)cc1	0.97	-4	-9	2	1	3	-2	9	0
O=C(NCc1ccncc1)c1cnccn1	0.91	-3	-4	1	0.95	9	5	-1	1
Cc1ccc2c(COC(=O)CC3Sc4ccccc4NC3=O)cc(=O)oc2c1C (stereo not given)	0.82	6	-1	-2	0.96	18	4	5	-1
COc1ccc(CCNC(=O)CCCn2nc(C)n3ccnc3c2=O)cc1OC	0.95	-2	-1	1	0.91	5	9	2	-2
CC(=O)NC1C(=O)Nc2c1cccc2C(F)(F)F (stereo not given)	0.82	1	0	-3	1.1	18	-8	17	2
O=C1CC2c3ccccc3C1C1C(=O)N(CCc3ccccc3)C(=O)C21 (stereo not given)	0.96	-4	-7	1	0.91	4	9	-9	0
CCCn1c(N)[n+](CC(=O)c2ccco2)c2ccccc21	0.85	-4	-9	-1	1.1	15	-5	18	-1
COc1ccc(S(=O)(=O)N2CCN(C(=O)c3cc(C)oc3C)CC2)cc1	1.3	2	-9	-1	0.98	-34	2	12	2
CCN1C(=O)[C@H]2[C@@H](c3ccc(-c4ccc(OC)cc4)cc3)N[C@@](CC(C)C)(C(=O)OC)[C@H]2C1=O	0.97	4	0	-2	0.99	3	0	25	1
O=C(CN1C(=O)NC2(CCCc3ccccc32)C1=O)c1ccccc1F (stereo not given)	0.98	2	0	-4	0.92	2	8	12	-4
CC(=O)N(/N=C/c1ccc(C)cc1)c1nc(CCl)cs1	0.92	0	-2	0	1.1	8	-12	11	-1
COc1cc2c(cc1OC)C(C)=NCC2	0.87	-3	-3	2	0.95	13	5	-3	-6
CCN1CCN(c2ncnc3scc(-c4ccc(C)cc4)c23)CC1	1.1	3	-2	-2	0.88	-11	12	14	-2
CCOC(=O)C(Sc1n[nH]c(N)n1)c1ccccc1 (stereo not given)	0.99	-4	-6	-2	1	1	0	21	1
CCOc1ccc(S(=O)(=O)N=C(c2ccccc2)N2CCOCC2)cc1	1	-3	-3	-2	1.1	-1	-8	15	1
CC(=O)Nc1ccc(NC(=O)C2CCN(C(=O)c3cccs3)CC2)cc1	1.3	-1	-4	-3	1	-26	-2	24	-2
CCNC(=O)NC(=O)C(C)Sc1nnc(COc2ccccc2Cl)o1 (stereo not given)	1.3	-6	-7	-2	0.96	-30	4	20	-1
N/N=C(/Cc1nc2ccccc2[nH]1)c1ccc([N+](=O)[O-])cc1	0.93	-7	-8	-6	0.97	7	3	-13	-32
O=c1c2cc(N3CCOCC3)ccc2[nH]c(=S)n1CCCN1CCCCC1	1.2	-8	-4	-3	1	-24	-3	28	-1
CCOC(=O)c1cc(S(=O)(=O)N2CCOCC2)cn1C	0.79	-5	-5	-2	1	21	-4	0	-1
COc1ccc(/C=C(/C#N)C(=O)Nc2ccccc2C)cc1C(=O)O	0.9	-2	-4	-3	0.93	10	7	-14	-2
Cc1ccccc1Nc1ncnc2c1cnn2Cc1ccccc1	1	-1	-6	0	1	-4	-3	17	1
Cc1cc(N)n(-c2ncnc3scc(-c4ccc(Cl)cc4)c23)n1	1.1	3	0	0	0.93	-6	7	-9	3
COc1cc(NC(=O)[C@@H]2CCCN(S(=O)(=O)c3cccc4cccnc34)C2)cc(OC)c1OC	0.96	2	0	-5	1	4	-4	16	2
O=C(C1CCN(c2ncnc3c2nc2n3CCCCC2)CC1)N1CCN(c2ccc(F)cc2)CC1	1.1	-5	-4	-5	1.1	-13	-9	17	4
Cn1nnc(NC(=O)CSc2ccc(Cl)cc2)n1	0.93	-1	-1	-2	1	8	-1	-11	1
Cc1cccc(CCN(CC(=O)NC2CCCCC2)C(=O)c2csnn2)c1	1	-2	-6	1	0.99	-3	1	-11	-1
Cc1nn2c(nc(N3CCOCC3)c3ccccc32)c1C=C(C#N)C#N	1.1	-4	-7	0	1	-9	-1	4	-156
CCn1c2ccccc2c2cc(NC(=O)c3ccccc3[N+](=O)[O-])ccc21	1	2	-5	0	0.85	-2	15	24	4
COC(=O)c1sc2ccccc2c1NC(=O)c1ccc(S(=O)(=O)N2CCCCC2C)cc1 (stereo not given)	1	-2	-10	0	0.89	0	11	8	4
O=C(c1noc2c1CCCC2)N1CCc2ccccc2C1	1	-3	-7	-3	1	-3	0	15	-1
COc1ccc(-c2noc(N3CCC(C(=O)NCCCN4CCCCC4)CC3)n2)cc1	0.93	-4	-4	-4	1	7	0	1	0
O=C(Cn1cc([N+](=O)[O-])cn1)Nc1nccs1	0.95	6	-6	-3	0.95	4	5	3	2
O=C(Cc1ccccc1)NCC(=O)Nc1ccccc1Br	0.91	-3	-17	-2	0.94	9	6	22	-1
O=C(Nc1ccc2oc(=O)ccc2c1)c1ccc(-c2cccc(Cl)c2)o1	0.98	5	12	-5	0.68	2	32	19	-4
COc1ccc(CNC(=O)c2csnn2)cc1	1	1	-4	-2	1	-4	0	17	2
COC(=O)[C@@H]1C[C@@]2(O)[C@@H](O)[C@@H](O)[C@@H](O)C[C@H]2N1C/C=C/c1ccccc1	0.92	1	-6	0	1.1	8	-6	2	-1
O=C1CC(c2ccccc2)CC(O)=C1C=NCCc1ccccc1 (stereo not given)	1	2	-2	-5	0.98	-4	2	12	-2
CSc1ncccc1C(=O)OCn1nnc2ccccc2c1=O	1	0	-1	-2	0.91	0	9	23	4

Screening data as filed in PubChem BioAssay.

Some of the compounds tested; count on the stated rates, not on these rows.
